CYP2C19 inhib – blocks human cytochrome P450 2C19. P33261. CYP2C19 Supersomes, luciferin-H EGE luminescence, 30 min. inhibition, % at 5 µM. AID 778. actives 21% (n = 96,000);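 active means CYP2C19 inhibition above a set limit at 5 µM in the primary screen, cut at about 50% in these data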;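 further: plate controls were negative control wells for no effect and 2.5 mM tranylcypromine positive control for full effect; values of inactives mirror those of a sister screen read the other way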
Target sequence (P33261 whole entry, looked up): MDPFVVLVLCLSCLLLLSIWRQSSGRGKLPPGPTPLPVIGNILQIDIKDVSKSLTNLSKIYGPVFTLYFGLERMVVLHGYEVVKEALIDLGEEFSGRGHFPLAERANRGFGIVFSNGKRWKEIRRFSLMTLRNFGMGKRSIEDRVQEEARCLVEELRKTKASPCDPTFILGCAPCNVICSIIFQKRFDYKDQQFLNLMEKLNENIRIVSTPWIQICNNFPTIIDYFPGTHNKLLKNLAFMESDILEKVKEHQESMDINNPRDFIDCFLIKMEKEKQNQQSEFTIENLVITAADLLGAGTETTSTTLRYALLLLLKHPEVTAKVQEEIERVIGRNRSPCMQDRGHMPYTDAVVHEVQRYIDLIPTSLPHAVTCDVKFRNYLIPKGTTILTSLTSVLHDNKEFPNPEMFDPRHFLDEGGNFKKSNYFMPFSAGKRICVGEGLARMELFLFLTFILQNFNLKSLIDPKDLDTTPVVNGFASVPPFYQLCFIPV
Mac1 fbg inh – blocks human CD11b/CD18 adhesion to fibrinogen; inhibition, % at 10 µM; K562 CD11b/CD18 adhesion to fibrinogen, ATPlite luminescence; Mn2+ added to activate the integrin; actives 0.54% (n = 93,000); AID 1497; P05107+P11215;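 active means primary inhibition of 50% or more at 10 µM, then 40% or more on retest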; further: some results filed as inactive read as strong as hits
Lung fibro prol – blocks proliferation of human lung fibroblasts; LL 47 human lung fibroblast viability, ATP luminescence; stronger effect = lower value; viability, % at 10 µM; actives 1.1% (n = 85,000); AID 719;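 active means viability at or below 50% in the single dose screen; inactive means viability above 50%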;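 further: compound exposure lasted 72 h before the ATP readout; 100% = median luminescence of untreated cell-only wells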
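Test system: LL 47 human lung fibroblasts / Incubation: 72 h compound exposure at 37 °C after overnight plating / Technique: luminescent ATP detection, CellTiter-Glo / Compound dosing: 0.1% DMSO in all compound wells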
Mac1 fbg enh – enhancers of human CD11b/CD18 binding to fibrinogen; K562 CD11b/CD18 adhesion to fibrinogen, ATPlite luminescence; AID 1499; P05107+P11215; actives 0.07% (n = 93,000); activation, % at 10 µM;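 active means 10 µM primary screen giving 50% or more activity, confirmed by 40% or more on retest at that dose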; further: strong numbers were not always called active
ERa coact pot – enhances coactivator binding to human estrogen receptor alpha; TR-FRET ERalpha-LBD/SRC-Cy5 coactivator binding, 2 h; 100 = basal binding, no effect; coactivator binding (% of control), % at 25.6 µM; actives 1.3% (n = 86,000); in the data active means activity above about 200%;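 further: binding measured in presence of low estradiol as agonist stimulus; 0% = peptide alone without receptor and 100% = receptor with peptide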
Target sequence (P03372 whole entry, looked up, the tested form may be a part): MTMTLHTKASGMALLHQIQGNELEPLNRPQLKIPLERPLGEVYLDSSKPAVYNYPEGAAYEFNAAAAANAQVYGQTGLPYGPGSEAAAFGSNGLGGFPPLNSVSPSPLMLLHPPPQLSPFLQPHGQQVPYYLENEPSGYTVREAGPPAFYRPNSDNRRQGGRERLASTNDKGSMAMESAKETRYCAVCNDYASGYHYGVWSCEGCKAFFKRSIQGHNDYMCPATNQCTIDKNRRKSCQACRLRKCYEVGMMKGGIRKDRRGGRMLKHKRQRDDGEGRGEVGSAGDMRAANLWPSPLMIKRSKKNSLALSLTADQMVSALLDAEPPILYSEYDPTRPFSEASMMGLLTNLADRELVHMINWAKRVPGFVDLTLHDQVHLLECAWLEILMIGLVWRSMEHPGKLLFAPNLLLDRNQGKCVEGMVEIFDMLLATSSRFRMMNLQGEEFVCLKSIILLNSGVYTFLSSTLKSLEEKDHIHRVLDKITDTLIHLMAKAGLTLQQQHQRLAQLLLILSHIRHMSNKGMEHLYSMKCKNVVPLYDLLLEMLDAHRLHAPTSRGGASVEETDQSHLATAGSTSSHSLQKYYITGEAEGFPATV
CYP2C19 activ – activators of human cytochrome P450 2C19. P33261. recombinant CYP2C19, luciferin-H EGE luminescence; stronger effect = higher value; 0 = fully inhibited enzyme, 1 = untreated enzyme. activation factor at 5 µM. 96,000 tested, under 10 active. AID 1025;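 active means activation factor of at least 2 at 5 µM in the primary screen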;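 further: 0 = wells with 2.5 mM tranylcypromine and 1 = vehicle-only wells; values of inactives mirror those of a sister screen read the other way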
HUVEC inhibit – human endothelial cell proliferation inhibition. HUVEC proliferation, CellTiter-Glo luminescence, 72 h; stronger effect = lower value. viability, % at 10 µM (by protocol). actives 1.1% (n = 86,000);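 active means viability at or below 30%; inactive means viability above 30%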;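 further: 100% = median luminescence of DMSO-only cell control wells on each plate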
ERa coact inh – blocks coactivator binding to human estrogen receptor alpha; inhibition, % at 25.6 µM; TR-FRET ER-alpha LBD / SRC-1 peptide, estradiol-bound; actives 1.7% (n = 86,000); in the data active means inhibition above about 50%;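 further: 0% = receptor plus peptide control and 100% = peptide only without receptor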
H69AR growth 86K – blocks growth of human H69AR lung tumor cells | AID 598 | H69AR lung tumor viability, ATP luminescence, 72 h; stronger effect = lower value | viability, % at 10 µM | actives 6% (n = 85,000);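 active means viability at or below 40%; inactive means viability above 40%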;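 further: multidrug resistant small cell line overexpressing MRP-1 efflux transporter; 100% = mean luminescence of untreated control wells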
Active calls of the source: *; . = not tested or not shown; [ ] = remark or other dose.

SMILES | CYP2C19 inhib | Mac1 fbg inh | Lung fibro prol | Mac1 fbg enh | ERa coact pot | CYP2C19 activ | HUVEC inhibit | ERa coact inh | H69AR growth 86K
COc1ccccc1-n1nc(C(=O)Nc2ccc3c(c2)OCO3)c2ccccc2c1=O | 7.5 | -2.7 | 85.5 | 1.1 | 144.5[fluorescence artefact?] | 0.9 | 74.2 | 11.9 | 42.4
CCS(=O)(=O)N1Cc2ccccc2CC1C(=O)Nc1nc2ccccc2[nH]1 (stereo not drawn) | 36.3 | 1.3 | 87.1 | -1.4 | 117.3 | 0.6 | 91.6 | -11.8[fluorescence artefact?] | 47.7
CC(C)CCNC(=O)CC1Nc2c3ccccc3nc(=S)n2C1=O (stereo not drawn) | 7.1 | -19.6 | 106.3 | -3.2 | 88.3 | 0.9 | 101.5 | -0.3 | 99.7
COc1ccc(C2C(Oc3ccccc3C)C(=O)N2Cc2ccc(F)cc2)cc1OC (stereo not drawn) | 90.2* | -32.8 | . | -2.9 | . | 0.1 | . | . | .
Cc1cccc(C)c1OCCCCCNCCO | 17.9 | -8.1 | 92.8 | -5.1 | 94.8 | 0.8 | 99.0 | 0.9 | 79.8
Cc1ccc(C(=O)N/C(=C\c2cccs2)C(=O)N2CCCCCC2)cc1 | 20.0 | -6.3 | 102.0 | -4.4 | 105.6 | 0.8 | 91.3 | 2.4 | 104.4
C/C(N)=C(/C#N)C(=O)CSc1ccc2c(c1)OCCO2 | 94.9* | 1.9 | 105.5 | -3.6 | 101.5 | 0.1 | 97.6 | -1.9 | 86.0
O=C(NCc1ccc2c(c1)OCO2)C1CCCN(S(=O)(=O)c2cccnc2)C1 (stereo not drawn) | -1.5 | 3.0 | 104.4 | -5.1 | 95.6[fluorescence artefact?] | 1 | 100.7 | -5.7 | 89.8
CCCC(=O)N(c1ccc2oc(=O)sc2c1)S(=O)(=O)c1ccccc1 | 44.4 | -5.7 | 99.7 | 2.7 | 108.9 | 0.6 | 70.8 | -8.4 | 61.2
CSc1cccc(NC(=O)c2cnccn2)c1 | 8.4 | 4.7 | 104.4 | 2.3 | 96.8 | 0.9 | 90.0 | 6.2 | 98.6
CCn1c(=N)n(CCO)c2ccccc21 | -0.8 | 4.2 | 96.6 | -0.7 | 99.8 | 1 | 98.1 | -1.9[fluorescence artefact?] | 98.1
COCc1cc(C)nc(Nc2ccccc2C)c1C#N | -0.8 | 10.7 | 83.8 | 13.8 | 99.4 | 1 | 91.1 | -4.4 | 97.9
O=C(CCCNS(=O)(=O)c1cccc2nsnc12)NC1CCCCC1 | -6.1 | 7.9 | . | -3.8 | 94.2 | 1.1 | 94.6 | 1.9 | 108.1
Cc1ccc(N2CCN(/N=C/c3cccs3)CC2)cc1 | 35.3 | -21.2 | . | 7.1 | . | 0.6 | . | . | .
CCOC(=O)C1(O)CSc2nc3sc(C(=O)O)c(C)c3c(=O)n21 (stereo not drawn) | -17.9 | -8.2 | 99.2 | -4.7 | 90.2 | 1.2 | 96.0 | -4.2 | 93.9
O=C(Nc1nnc(-c2ccccc2SCc2ccccc2F)s1)Nc1ccccc1F | 23.0 | 10.1 | 26.2* | 13.5 | 99.7 | 0.8 | 65.8 | 0.0 | 15.9*
COc1c(C(=O)N2CCCC2)ccc2ccccc12 | 53.0* | -12.9 | 89.8 | 1.9 | 127.6 | 0.5 | 103.0 | -2.1[fluorescence artefact?] | 93.5
CCc1cc(C(=O)OC)c(NC(=O)c2cc(Br)cs2)s1 | -9.9 | 0.2 | 103.9 | 24.4 | 131.3 | 1.1 | 111.7 | -2.1 | 97.9
Cc1cc(C)c2ccc(NN)nc2c1O | 25.1 | 7.1 | 72.0 | -3.9 | 87.3 | 0.7 | 88.3 | -7.2 | 40.1
CC(O)CN(Cc1ccc(Cl)cc1)CC(C)O (stereo not drawn) | -2.3 | . | 98.4 | . | 96.8 | 1 | 90.8 | 0.3 | 100.1
O=C1N(Cc2ccc3c(c2)OCO3)c2ccccc2C1(O)c1c[nH]c2ccccc12 (stereo not drawn) | 87.9* | 2.1 | 94.5 | 65.9* | 111.5[fluorescence artefact?] | 0.1 | 77.5 | -5.1 | 82.5
O=C(NCc1ccc2c(c1)OCO2)c1ccc(CS(=O)(=O)c2ccc(Br)cc2)o1 | 54.7* | -2.0 | 102.6 | 5.3 | 91.3 | 0.5 | 100.1 | 2.0 | 97.6
CN(c1ccccc1)S(=O)(=O)c1ccc(C(=O)OCC(=O)N2CCOCC2)cc1 | 54.8* | 2.9 | 106.3 | 3.8 | 110.5 | 0.5 | 102.3 | -4.3 | 88.9
CCCS(=O)(=O)N1CCCC(C(=O)NC(C)c2ccc3c(c2)OCCO3)C1 (stereo not drawn) | -7.5 | -31.9 | 90.0 | 3.7 | 116.1 | 1.1 | 97.3 | -2.2 | 88.3
CC(O)c1ccc2c(c1)OCCOCCN(C)CCOCCO2 (stereo not drawn) | -1.6 | 11.0 | 97.8 | -2.9 | 88.7 | 1 | 97.3 | -6.3 | 97.4
CCOc1ccccc1Nc1ncccc1C(=O)O | 5.8 | -15.3 | . | -1.0 | . | 0.9 | . | . | .
COc1ccc2nc3sc(C(=O)N4CCN(C)CC4)cc3cc2c1 | 2.7 | -24.9 | 97.2 | 1.2 | 118.2 | 1 | 93.3 | 2.4 | 78.1
O=C(Nc1cc(C(F)(F)F)ccc1Cl)c1cc2nc3c(c(C(F)(F)F)n2n1)CCCC3 | 7.6 | 10.6 | . | -4.0 | . | 0.9 | . | . | .
Cc1cc(=O)[nH]c(SCC2COC3(CCCCC3)O2)n1 (stereo not drawn) | -5.2 | -2.0 | 101.1 | 0.1 | 107.1 | 1.1 | 94.9 | 2.4 | 94.8
Cc1cc(C)nc(N(C#N)Cc2ccc(Br)cc2)n1 | 67.8* | 11.2 | 86.4 | 4.3 | 110.7 | 0.3 | 92.6 | -1.5 | 95.7
O=C(NCCCCc1ccccc1)C1CC(c2cccc([N+](=O)[O-])c2)=NO1 (stereo not drawn) | 27.5 | 6.1 | . | 2.1 | . | 0.7 | . | . | .
Cc1ccc(C(=O)Nc2nccs2)cc1S(=O)(=O)N1CCCCC1 | 66.5* | 5.6 | 104.9 | -2.7 | 100.0 | 0.3 | 87.1 | 3.4[fluorescence artefact?] | 99.5
O=C(CCc1nc(-c2ccccc2)c(-c2ccccc2)o1)OCc1ccc(Br)cc1 | 58.2* | -39.4 | 100.9 | 6.9 | 100.4 | 0.4 | 91.0 | -0.5 | 90.8
CCCC(CCC(=O)NC1CCCCC1)C(=O)O (stereo not drawn) | -9.1 | -4.8 | 100.0 | -2.3 | 102.9 | 1.1 | 99.4 | -8.8 | 103.2
O=C(NCc1ccccc1)C1CC2CCCC(C1)C2=O (stereo not drawn) | -4.1 | -6.2 | 97.9 | -4.6 | 105.0 | 1 | 90.8 | -17.4 | 98.0
CN(C)/C=C(/C(=O)c1ccc(Cl)cc1Cl)S(=O)(=O)c1ccccc1 | 14.3 | -21.3 | . | -2.5 | . | 0.9 | . | . | .
O=C(O)CCCCCN1C(=O)CSC1=S | 5.7 | -8.1 | 91.2 | -4.4 | 120.7 | 0.9 | 97.9 | -5.8 | 85.0
CCn1c(C)c(C(C)=O)c(N2CCN(c3ccccc3)CC2)nc1=S | 13.4 | -12.5 | 107.4 | -1.4 | 103.6 | 0.9 | 90.5 | -0.9 | 110.8
CCOC(=O)c1cnc(SCC(=O)Nc2ccccc2N2CCOCC2)nc1N | . | . | 84.8 | . | 100.0 | . | 99.8 | -5.8 | 91.6
CC(NC(=O)c1cccs1)C(c1cccs1)N1CCOCC1 (stereo not drawn) | . | . | 96.7 | . | 132.2[fluorescence artefact?] | . | 103.0 | -14.2 | 100.4
Cc1ccc(CNC(=O)c2oc3ccc(S(=O)(=O)N4CCC5(CC4)OCCO5)cc3c2C)cc1 | 43.7 | -11.7 | 87.8 | 17.1 | 106.0[fluorescence artefact?] | 0.6 | 66.9 | 8.1[fluorescence artefact?] | 82.8
Cc1c(CN2CCCCC2C)c(=O)n(-c2ccccc2)n1C (stereo not drawn) | 6.1 | -7.9 | 107.8 | 5.1 | 117.7 | 0.9 | 100.2 | -5.0[fluorescence artefact?] | 106.3
CCOC(=O)N1CCC(N(CCCOC)C(=O)Nc2ccc(CC)cc2)CC1 | 20.6 | . | 99.1 | . | 109.2 | 0.8 | 104.8 | 4.1 | 62.1
CC1/C(=N/O)CC(c2ccccc2)N(C)C1c1ccccc1 (stereo not drawn) | . | . | 103.0 | . | 93.0 | . | 105.9 | 2.4[fluorescence artefact?] | 92.2
Cc1cccc(NC(=S)N/C(=N/S(=O)(=O)c2ccccc2)c2ccccc2)c1 | 14.1 | -30.1 | . | 0.2 | . | 0.9 | . | . | .
CCCNS(=O)(=O)c1ccc(CCC(=O)N2CCOCC2)cc1 | 2.4 | -9.0 | 105.9 | 7.3 | 115.4 | 1 | 103.6 | 0.2 | 93.3
O=C1C2CCCN2C(c2ccc(Cl)cc2)N1c1nccs1 (stereo not drawn) | . | . | 97.9 | . | 118.5 | . | 94.3 | 0.6 | 117.0
CCOc1ccc(C(c2c(C)[nH][nH]c2=O)c2c(C)[nH][nH]c2=O)cc1OC | 13.5 | 5.3 | . | -3.0 | . | 0.9 | . | . | .
CCOC(=O)c1c(NC(=O)CN2CCCCC2)sc2c1CCN(C(=O)OCC)C2 | 65.2* | . | 92.1 | . | 109.7 | 0.3 | 85.8 | 6.2 | 70.6
CCc1ccc(CNC(=O)C2CC(=O)N(CCc3ccc(C)cc3)C2)cc1 (stereo not drawn) | 54.2* | -12.3 | 106.2 | -2.2 | 115.4 | 0.5 | 101.6 | -3.5 | 99.5
CCN(CC)C(=O)CSc1nnc(-c2ccccc2)n1N | 2.0 | 4.1 | 95.1 | -4.8 | 110.5 | 1 | 89.2 | -13.0[fluorescence artefact?] | 94.5
CCOc1cc(C(=S)N2CCCCC2)ccc1OCC(=O)NCc1ccccc1 | 57.8* | 8.8 | 97.5 | -4.0 | 103.7 | 0.4 | 104.9 | -10.1 | 22.7*
CN(CCCC(=O)NCc1ccco1)S(=O)(=O)c1ccccc1 | 39.4 | -11.2 | 95.4 | -8.7 | 108.5 | 0.6 | 94.3 | 4.0[fluorescence artefact?] | 90.6

An excerpt from above in order of formula weight, rising.
SMILES | CYP2C19 inhib | Mac1 fbg inh | Lung fibro prol | Mac1 fbg enh | ERa coact pot | CYP2C19 activ | HUVEC inhibit | ERa coact inh | H69AR growth 86K
O=C1C2CCCN2C(c2ccc(Cl)cc2)N1c1nccs1 (stereo not drawn) | . | . | 97.9 | . | 118.5 | . | 94.3 | 0.6 | 117.0
CCCNS(=O)(=O)c1ccc(CCC(=O)N2CCOCC2)cc1 | 2.4 | -9.0 | 105.9 | 7.3 | 115.4 | 1 | 103.6 | 0.2 | 93.3
CCOc1ccc(C(c2c(C)[nH][nH]c2=O)c2c(C)[nH][nH]c2=O)cc1OC | 13.5 | 5.3 | . | -3.0 | . | 0.9 | . | . | .
CCc1ccc(CNC(=O)C2CC(=O)N(CCc3ccc(C)cc3)C2)cc1 (stereo not drawn) | 54.2* | -12.3 | 106.2 | -2.2 | 115.4 | 0.5 | 101.6 | -3.5 | 99.5
CCOc1cc(C(=S)N2CCCCC2)ccc1OCC(=O)NCc1ccccc1 | 57.8* | 8.8 | 97.5 | -4.0 | 103.7 | 0.4 | 104.9 | -10.1 | 22.7*
